Screening results as filed in PubChem.
GPR7 antag: GPR7 receptor antagonists, primary screen, cell-based, fluorescence, single concentration | Neuropeptides B/W receptor type 1 (Homo sapiens), P48145 | GPR7-expressing cells, fluorescence antagonist assay | inhibition, % at 4.4 µM | hit rate 1.1% among 290,000 | AID 1861, 2009; in the data active = inhibition above about 16%, passing the limit was not always enough;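 note: cells stimulated with the agonist NPW; 0% = agonist with vehicle and 100% = vehicle without agonist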
PHOSPHO1 inh: PubChem AID 1565 | Phosphoethanolamine/phosphocholine phosphatase (Homo sapiens), Q8TCT1 | recombinant PHOSPHO1, absorbance phosphatase assay | inhibition, % at 13.3 µM | hit rate 1.1% among 290,000; in the data active = inhibition above about 60%
IDE cell activ: human IDE activators in live cells, primary screen, fluorescence polarization, HEK cells, FAbeta-B substrate. FAbeta-B cleavage; 0% vehicle, 100% cell-free pure enzyme wells. AID 493087, 2011. hit rate 0.073% among 340,000. activation, % at 5.96 µM;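 active = activation above the mean of all tested compounds plus 3 SD, set per screening campaign, cut at about 17% in these data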
Target sequence (P14735 whole entry, looked up): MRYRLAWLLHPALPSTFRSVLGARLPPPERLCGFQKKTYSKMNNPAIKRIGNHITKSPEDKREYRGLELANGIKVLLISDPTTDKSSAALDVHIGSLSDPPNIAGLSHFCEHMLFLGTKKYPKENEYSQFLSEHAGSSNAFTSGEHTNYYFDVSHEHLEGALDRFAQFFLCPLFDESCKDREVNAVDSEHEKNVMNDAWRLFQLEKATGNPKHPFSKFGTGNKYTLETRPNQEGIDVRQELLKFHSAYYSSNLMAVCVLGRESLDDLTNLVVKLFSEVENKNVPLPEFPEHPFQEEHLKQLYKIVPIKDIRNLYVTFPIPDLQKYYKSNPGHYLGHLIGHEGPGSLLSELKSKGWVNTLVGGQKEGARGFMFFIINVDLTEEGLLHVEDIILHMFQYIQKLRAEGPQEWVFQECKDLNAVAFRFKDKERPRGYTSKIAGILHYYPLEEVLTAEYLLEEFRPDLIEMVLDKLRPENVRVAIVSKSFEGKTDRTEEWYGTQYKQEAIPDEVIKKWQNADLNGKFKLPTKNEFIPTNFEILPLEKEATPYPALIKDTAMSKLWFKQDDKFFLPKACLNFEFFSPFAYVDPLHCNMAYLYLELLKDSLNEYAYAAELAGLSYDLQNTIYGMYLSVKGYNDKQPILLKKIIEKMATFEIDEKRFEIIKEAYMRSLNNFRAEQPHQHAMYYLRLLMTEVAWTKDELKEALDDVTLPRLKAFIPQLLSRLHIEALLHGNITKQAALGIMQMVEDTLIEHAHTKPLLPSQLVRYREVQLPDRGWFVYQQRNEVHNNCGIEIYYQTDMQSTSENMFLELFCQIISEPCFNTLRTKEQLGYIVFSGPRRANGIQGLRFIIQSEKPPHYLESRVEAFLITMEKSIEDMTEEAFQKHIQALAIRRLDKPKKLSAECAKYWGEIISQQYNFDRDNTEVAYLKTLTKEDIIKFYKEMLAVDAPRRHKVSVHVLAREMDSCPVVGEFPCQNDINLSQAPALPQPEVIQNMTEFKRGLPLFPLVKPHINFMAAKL
IMP-1 inhibitor: IMP-1 metallo-beta-lactamase inhibitors, primary screen, biochemical, epi-absorbance readout, Pseudomonas aeruginosa enzyme. hit rate 0.45% among 290,000. metallo-beta-lactamase IMP-1 (Pseudomonas aeruginosa). purified IMP-1, nitrocefin hydrolysis, epi-absorbance fluorescence. inhibition, % at 5.6 µM. AID 1556, 2009;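 active = inhibition above the mean plus 3 SD of all compounds in the same screening run, cut at about 4.5% in these data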;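 note: 0% = IMP-1 with DMSO and 100% = DMSO wells lacking enzyme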
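system = purified recombinant IMP-1 beta-lactamase | amount = 0.2 nM IMP-1, as dispensed | medium = HEPES buffer pH 7.1 with ZnSO4 and Brij 35 | times = 25 °C, 15 min preincubation, 25 min reaction | detection = plate fluorescence quenching by hydrolysis product, ex 480/em 530 nm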
NALP1 inh: NALP1 inflammasome inhibitors in reconstituted yeast, colorimetric, S. cerevisiae, triplicate retest. inhibition, % at 10 µM. S. cerevisiae NALP1/ASC/caspase-1 growth, X-gal OD620, 72 h. hit rate 0.61% among 280,000; in the data active = inhibition mostly above about 24%, no sharp cut-off; inactive = mostly below about 32%; note: some compounds called inactive have numbers as strong as hits
IDE inh: human IDE inhibitors in live cells, primary screen, fluorescence polarization, HEK cells, FAbetaB substrate; inhibition, % at 5.59 µM; FAbetaB cleavage; Insulin-degrading enzyme (Homo sapiens), P14735; AID 434962, 2010; hit rate 0.41% among 320,000;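 active = percent inhibition above the average of all tested compounds plus 3 SD, set per screening campaign, cut at about 16% in these data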;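 note: IDE supplied by intact live HEK cells; FP after avidin binding of uncleaved biotin substrate so inhibition keeps polarization high; 0% = DMSO wells and 100% = 60 µM reference IDE inhibitor Ii1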
p-CIP stab down: p/CIP-EGFP fusion destabilizers, primary screen, fluorescence, F442A cells | Q05BA5 | 16 h | decrease of EGFP signal, % at 10 µM | hit rate 0.01% among 290,000;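 active = EGFP signal decrease of at least 30% at 10 µM or well 3 SD below plate mean, unless failing retest; inactive = the rest, including hits failing retest or dose response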; note: some compounds called inactive have numbers as strong as hits; many of its hits are not listed in these tables
PfM18AAP inh: PfM18AAP inhibitors, malaria aminopeptidase, primary screen, biochemical, QFRET, recombinant enzyme | H-Glu-NHMec fluorogenic cleavage | inhibition, % at 7.35 µM | hit rate 1.2% among 290,000 | M18 aspartyl aminopeptidase (Plasmodium falciparum 3D7) | AID 1822, 2009;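 active = inhibition above the campaign mean inhibition over all tested compounds plus 3 SD, cut at about 28% in these data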;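 note: 0% = plate median of test compound wells and 100% = 2 mM ZnCl2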
VIM-2 inh: VIM-2 metallo-beta-lactamase inhibitors, primary screen, biochemical, epi-absorbance readout, Pseudomonas aeruginosa enzyme. purified VIM-2, nitrocefin hydrolysis, epi-absorbance fluorescence. inhibition, % at 5.6 µM. hit rate 0.89% among 290,000. AID 1527, 2009;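 active = inhibition above the mean of all tested compounds plus 3 SD, cutoff set per screening run, cut at about 7.5% in these data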;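 note: red hydrolysis product quenches plate fluorescence so inhibitors raise well fluorescence; 0% = enzyme with DMSO and 100% = DMSO without enzyme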
* marks the source's active call; other numbers are inactive results. Not a hit list (roughly 5.3% active in at least one column).

`CCCN1CCc2c(sc3nc(SCC)n(-c4ccccc4)c(=O)c23)C1` gave GPR7 antag -7, PHOSPHO1 inh 23, IDE cell activ -7, IMP-1 inhibitor -0.7, NALP1 inh 8, p-CIP stab down -18, PfM18AAP inh 12 and VIM-2 inh 1.8.
`COc1ccc(C2C(C(=O)O)CC(=O)N2C2CCCCC2)cc1` (stereo not drawn) gave GPR7 antag -13, PHOSPHO1 inh -17, IDE cell activ 1, IMP-1 inhibitor -7.5, NALP1 inh 31, IDE inh 1, p-CIP stab down -1, PfM18AAP inh 4 and VIM-2 inh -1.3.
Screening O=C(NNc1c(F)c(F)cc(F)c1F)c1ccc(Cl)nc1 returned GPR7 antag -13, PHOSPHO1 inh 14, IDE cell activ 6, IMP-1 inhibitor -4.1, NALP1 inh 10, IDE inh 7, p-CIP stab down -6, PfM18AAP inh 11 and VIM-2 inh -2.0.
For [O-][n+]1onc2c3ccnnc3ccc21 the results were GPR7 antag 2, PHOSPHO1 inh -7, IDE cell activ 6, IMP-1 inhibitor -2.5, NALP1 inh -12, IDE inh -3, p-CIP stab down 0, PfM18AAP inh -14 and VIM-2 inh -3.3.
For COc1ccccc1OCCNC(=O)c1ccc2c(c1)CCC2 the results were GPR7 antag -10, PHOSPHO1 inh 20, IDE cell activ 0, IMP-1 inhibitor -0.3, NALP1 inh 16, IDE inh -1, p-CIP stab down -13, PfM18AAP inh -6 and VIM-2 inh 2.0.
Screening O=P(O)(O)CP(=O)(O)O returned GPR7 antag -2, PHOSPHO1 inh -7, IMP-1 inhibitor -1.7, NALP1 inh 20, IDE inh 5, p-CIP stab down 2, PfM18AAP inh -1 and VIM-2 inh -1.9.
CO/N=C\CC(=O)Nc1ccc(F)cc1 was read as GPR7 antag -3, PHOSPHO1 inh -30, IDE cell activ 6, IMP-1 inhibitor -2.1, NALP1 inh 32, IDE inh 4, p-CIP stab down -1, PfM18AAP inh -2 and VIM-2 inh -0.6.
`CC1(OC(=O)C2CCCC2)C(=O)C=C2C=C(c3ccsc3)N(CCc3c[nH]c4ccccc34)C=C2C1=O` (stereo not drawn) gave PHOSPHO1 inh 22, IDE cell activ 4, NALP1 inh 10, IDE inh -1 and p-CIP stab down -3.
COc1ccc(NC(=O)c2cnn(-c3ccccc3)c2C)cc1 was read as GPR7 antag 5, PHOSPHO1 inh 13, IDE cell activ -6, IMP-1 inhibitor -2.5, NALP1 inh 5, IDE inh 6, p-CIP stab down -11, PfM18AAP inh -8 and VIM-2 inh -1.1.
O=C(CN1CCOCC1)Nc1ccc(OCc2ccccc2)cc1 was read as GPR7 antag -3, PHOSPHO1 inh 20, IDE cell activ 2, IMP-1 inhibitor -3.1, NALP1 inh -5, IDE inh 4, p-CIP stab down -3, PfM18AAP inh 7 and VIM-2 inh 1.0.
For CCCc1cc(=O)oc2cc(C)cc(OCC(=O)Nc3ccc(CN4CCOCC4)cc3)c12 the results were GPR7 antag -3, PHOSPHO1 inh 33, IDE cell activ -6, IMP-1 inhibitor -0.7, NALP1 inh 13, IDE inh 2, p-CIP stab down 3, PfM18AAP inh -2 and VIM-2 inh 14*.
For O=C(COc1ccc([N+](=O)[O-])cc1)N/N=C/c1ccccn1 the results were GPR7 antag -3, PHOSPHO1 inh 41, IDE cell activ 2, IMP-1 inhibitor -4.1, NALP1 inh -9, IDE inh -2, p-CIP stab down -3, PfM18AAP inh 2 and VIM-2 inh -2.7.
Screening COC(=O)c1ccc(CSc2nnc3c(Cl)cc(Cl)cn23)o1 returned GPR7 antag -15, PHOSPHO1 inh 32, IDE cell activ -2, IMP-1 inhibitor -2.7, NALP1 inh 3, IDE inh 1, p-CIP stab down -1, PfM18AAP inh 2 and VIM-2 inh -3.7.
`Cc1cccc(C)c1NC(=O)N1CCC(C(=O)c2ccc(F)cc2)CC1` gave GPR7 antag -3, PHOSPHO1 inh 28, IDE cell activ 3, IMP-1 inhibitor -1.5, NALP1 inh -1, IDE inh 1, p-CIP stab down 5, PfM18AAP inh 2 and VIM-2 inh -0.6.
`Cc1ccc(S(=O)(=O)N2CCN(C(=O)CSc3nncs3)CC2)cc1` gave GPR7 antag -2, PHOSPHO1 inh 33, IDE cell activ 8, IMP-1 inhibitor -2.1, NALP1 inh -10, IDE inh 1, p-CIP stab down -4, PfM18AAP inh -1 and VIM-2 inh -1.9.
CCC(CC)c1nnc(NC(=O)CN2C(=O)C3C4C=CC(C4)C3C2=O)s1 (stereo not drawn) was read as GPR7 antag -8, PHOSPHO1 inh 0, IDE cell activ 6, IMP-1 inhibitor -2.8, NALP1 inh 7, IDE inh 1, p-CIP stab down -2, PfM18AAP inh 2 and VIM-2 inh -4.5.
Screening S=c1[nH]c2ccccc2n2c(=S)[nH]nc12 returned GPR7 antag -1, PHOSPHO1 inh -4, IDE cell activ -6, IMP-1 inhibitor -4.5, NALP1 inh -12, IDE inh 4, p-CIP stab down -8, PfM18AAP inh 21 and VIM-2 inh -2.6.
`COCc1c(C)cc(C)c(/C=N/O)c1C` gave GPR7 antag -4, PHOSPHO1 inh -38, IDE cell activ 1, IMP-1 inhibitor -1.8, NALP1 inh -2, IDE inh -7, p-CIP stab down 0, PfM18AAP inh 3 and VIM-2 inh -2.4.
Screening CCOC(=O)c1c(-c2ccc(OC)cc2)csc1NC(=O)CCN1C(=O)c2ccccc2C1=O returned GPR7 antag -2, PHOSPHO1 inh -68, IDE cell activ 1, IMP-1 inhibitor -1.1, NALP1 inh 3, IDE inh 4, p-CIP stab down 0, PfM18AAP inh 23 and VIM-2 inh -1.7.
`CCOC(=O)N1CCN(S(=O)(=O)c2ccc(C)c(C)c2)CC1` gave GPR7 antag 4, PHOSPHO1 inh 4, IDE cell activ 1, IMP-1 inhibitor -2.1, NALP1 inh 28, IDE inh 1, p-CIP stab down 3, PfM18AAP inh 4 and VIM-2 inh 1.5.

Sorted by molecular weight (lowest first): four of the compounds above.
`CCOC(=O)N1CCN(S(=O)(=O)c2ccc(C)c(C)c2)CC1` gave GPR7 antag 4, PHOSPHO1 inh 4, IDE cell activ 1, IMP-1 inhibitor -2.1, NALP1 inh 28, IDE inh 1, p-CIP stab down 3, PfM18AAP inh 4 and VIM-2 inh 1.5.
`Cc1cccc(C)c1NC(=O)N1CCC(C(=O)c2ccc(F)cc2)CC1` gave GPR7 antag -3, PHOSPHO1 inh 28, IDE cell activ 3, IMP-1 inhibitor -1.5, NALP1 inh -1, IDE inh 1, p-CIP stab down 5, PfM18AAP inh 2 and VIM-2 inh -0.6.
Screening COC(=O)c1ccc(CSc2nnc3c(Cl)cc(Cl)cn23)o1 returned GPR7 antag -15, PHOSPHO1 inh 32, IDE cell activ -2, IMP-1 inhibitor -2.7, NALP1 inh 3, IDE inh 1, p-CIP stab down -1, PfM18AAP inh 2 and VIM-2 inh -3.7.
CCC(CC)c1nnc(NC(=O)CN2C(=O)C3C4C=CC(C4)C3C2=O)s1 (stereo not drawn) was read as GPR7 antag -8, PHOSPHO1 inh 0, IDE cell activ 6, IMP-1 inhibitor -2.8, NALP1 inh 7, IDE inh 1, p-CIP stab down -2, PfM18AAP inh 2 and VIM-2 inh -4.5.

(listing goes on)
For O=C(c1cc2ccccc2oc1=O)N1CCN(c2ncccn2)CC1 the results were GPR7 antag -10, PHOSPHO1 inh 11, IDE cell activ 0, IMP-1 inhibitor -2.4, NALP1 inh 8, IDE inh 0, p-CIP stab down -3, PfM18AAP inh -3 and VIM-2 inh 0.5.
For COCCCn1c(-c2ccco2)nc2ccccc2c1=O the results were GPR7 antag -7, PHOSPHO1 inh -7, IDE cell activ 1, IMP-1 inhibitor -4.9, NALP1 inh 12, IDE inh 2, p-CIP stab down -11, PfM18AAP inh 3 and VIM-2 inh -2.1.
For CC(C)Cc1nnc(NC(=O)CCC(=O)N2CCN(C3CCCC3)CC2)s1 the results were GPR7 antag -19, PHOSPHO1 inh 24, IDE cell activ 0, IMP-1 inhibitor -1.7, NALP1 inh 5, IDE inh -2, p-CIP stab down -3, PfM18AAP inh 0 and VIM-2 inh 0.0.
Screening CC(/C=C/C=C/c1ccccc1)=N\NC(=O)c1cccnc1 returned GPR7 antag -1, PHOSPHO1 inh 4, IDE cell activ 4, IMP-1 inhibitor -1.3, NALP1 inh 2, IDE inh -1, p-CIP stab down 8, PfM18AAP inh 3 and VIM-2 inh -0.5.
Screening O=c1c2ccccc2nc(N/N=C/c2c(O)ccc3ccccc23)n1O returned GPR7 antag -9, PHOSPHO1 inh 66*, IDE cell activ 5, IMP-1 inhibitor -3.5, NALP1 inh 19, IDE inh -2, p-CIP stab down 12, PfM18AAP inh 30* and VIM-2 inh -2.6.
`CC(=O)Oc1c(/C=C(\C#N)C(N)=O)[nH]c2ccccc12` gave GPR7 antag -4, PHOSPHO1 inh 4, IDE cell activ -58, IMP-1 inhibitor -0.9, NALP1 inh 30, p-CIP stab down -20, PfM18AAP inh 20 and VIM-2 inh -1.2.
NNC(=O)CNC(=O)c1cccc(Br)c1 was read as GPR7 antag -7, PHOSPHO1 inh 31, IDE cell activ 1, IMP-1 inhibitor -2.4, NALP1 inh 4, IDE inh 5, p-CIP stab down -8, PfM18AAP inh -3 and VIM-2 inh -0.7.
For COc1ccc(C)cc1NC(=O)CCS(=O)(=O)c1ccc2c(c1)CCN2C(C)=O the results were GPR7 antag -6, PHOSPHO1 inh 1, IDE cell activ 2, IMP-1 inhibitor -2.4, NALP1 inh 35, IDE inh -6, p-CIP stab down 5, PfM18AAP inh 1 and VIM-2 inh -0.8.
For O=C(CSCc1nc2ccccc2[nH]1)N1CCN(c2ccc(F)cc2)CC1 the results were GPR7 antag -19, PHOSPHO1 inh 20, IDE cell activ -4, IMP-1 inhibitor -3.0, NALP1 inh 19, IDE inh -1, p-CIP stab down -12, PfM18AAP inh 8 and VIM-2 inh -2.2.
`CN(C)C(=S)Nn1c(-c2ccccc2)nc2ccccc2c1=O` gave GPR7 antag 3, PHOSPHO1 inh -16, IDE cell activ 5, IMP-1 inhibitor -1.8, NALP1 inh 39, IDE inh 0, p-CIP stab down -2, PfM18AAP inh 3 and VIM-2 inh -2.5.
O=C(CSc1n[nH]c(-c2ccccc2)n1)Nc1ccc(N2CCOCC2)cc1 was read as GPR7 antag -9, PHOSPHO1 inh 51, IDE cell activ 1, IMP-1 inhibitor -1.9, NALP1 inh 16, IDE inh 3, p-CIP stab down -10, PfM18AAP inh 3 and VIM-2 inh -2.5.
C=CCn1c(-c2csc(-c3ccc(OC)c(OC)c3)n2)n[nH]c1=S was read as GPR7 antag -7, PHOSPHO1 inh -33, IDE cell activ 0, IMP-1 inhibitor -1.1, NALP1 inh 9, IDE inh 7, p-CIP stab down -10, PfM18AAP inh -2 and VIM-2 inh -3.3.
